Growth percent in the NCI-60 one-dose screen (48 h, 10 µM unless noted): 100 = growth as untreated, 0 = no growth, -100 = all killed.
IGROV1 = IGROV1 ovarian cancer; hit rate 4.7% among 79,000; AID 1794786
OVCAR-4 = OVCAR-4 ovarian cancer cells. hit rate 3.7% among 80,000
KM12 = KM12 colon cancer cells. hit rate 5% among 82,000
SW-620 = SW-620 colon cancer; hit rate 5.2% among 82,000
HCT-116 = HCT-116 colon cancer | hit rate 7.3% among 82,000 | AID 1794798
COLO 205 = COLO 205 colon cancer; hit rate 7.3% among 79,000
HCT-15 = HCT-15 colon cancer; hit rate 5.2% among 82,000; AID 1794746
SK-OV-3 = SK-OV-3 ovarian cancer cells; hit rate 3.2% among 80,000; AID 1794785
HT29 = HT29 colon cancer; hit rate 7.4% among 81,000
* hit, by the source's call; / = no result given; & = joins results of further samples. The calls were made as follows: active = growth percent below 10; inactive = the rest. The order is random. Share with any hit: about 12%.

item	SMILES	IGROV1	OVCAR-4	KM12	SW-620	HCT-116
1	O=C(/C=C/c1ccc(Cl)cc1)n1nc(-c2ccccc2)nc1-c1ccccc1	111	103	106	104	102
2	Nc1[nH]c(=S)ncc1-c1ccc(Cl)c(Cl)c1	121	107	108	112	109
3	CC(=O)Nc1cc(Cl)ccc1C	94	108	108	114	105
4	CC1=C(C)C(=O)C(N2CCC(N3CCOCC3)CC2)=CC1=O	113	108	105	110	106
5	Cc1nc2ccccc2c(/C=C/c2ccccc2)c1C(=O)c1ccccc1	82	83	92	84	59
6	CC(=O)OC1c2ccccc2C2c3ccccc3C1C2Cl (stereo not given)	126	109	117	106	104
7	COc1ccc(NC(N)=NCCCOc2ccc(F)cc2)cc1	68	70	84	89	54
8	CCC(C)(O)C#CC#CC(C)(O)CC (stereo not given)	140	/	117	106	115
9	CNC(=O)OCc1ncn(-c2ccccc2)c1COC(=O)NC	109	106	111	98	118
10	CC(=O)N=C1CSc2ccccc2N1C	108	109	116	110	97

item	COLO 205	HCT-15	SK-OV-3	HT29
1	104	106	107	94
2	110	105	109	115
3	112	104	109	/
4	113	108	110	121
5	103	76	107	76
6	/	108	101	105
7	-1.0*	92	79	37
8	114	107	110	112
9	120	101	110	103
10	/	104	109	112

Not a retest: 4 of the compounds above.
item	SMILES	IGROV1	OVCAR-4	KM12	SW-620	HCT-116
7	COc1ccc(NC(N)=NCCCOc2ccc(F)cc2)cc1	68	70	84	89	54
8	CCC(C)(O)C#CC#CC(C)(O)CC (stereo not given)	140	/	117	106	115
9	CNC(=O)OCc1ncn(-c2ccccc2)c1COC(=O)NC	109	106	111	98	118
10	CC(=O)N=C1CSc2ccccc2N1C	108	109	116	110	97

item	COLO 205	HCT-15	SK-OV-3	HT29
7	-1.0*	92	79	37
8	114	107	110	112
9	120	101	110	103
10	/	104	109	112

Next section:
item	SMILES	IGROV1	OVCAR-4	KM12	SW-620	HCT-116
11	O=C(c1ccccc1)n1cc(-c2nc3ccccc3[nH]2)c2cccnc21	92	98	93	117	84
12	CC(=O)N(C)c1ccc([N+](=O)[O-])cc1	117	119	114	107	102
13	COc1ccc2nc(-c3ccc(-c4noc(-c5ccc(C)cc5)n4)cc3)[nH]c2c1	111	100	102	111	92
14	COc1ccc(/C=C2\CCCC3=C2NC(C)=NC3c2ccc(OC)cc2)cc1 (stereo not given)	104	81	81	102	72
15	O=[N+]([O-])c1ccccc1NCCO	114	106	105	104	101
16	O=C(Cn1nnc2ccccc21)N/N=C/c1cc2ccccc2[nH]1	72	95	88	98	88
17	Cc1ccc(C(=O)Nc2nc3c(s2)CN(Cc2ccccc2)CC3)cn1	82	79	50	70	81
18	O=CNc1ccc(Oc2ccc(NC=O)cc2)cc1	99	94	97	97	103
19	CSc1nsc(SC)c1C(N)=O	122	111	120	108	106
20	CCOC(=O)C1=C(C)NC(C)=C(C(=O)OCCOC)C1c1cccc(C#N)c1 (stereo not given)	103	110	100	100	101

item	COLO 205	HCT-15	SK-OV-3	HT29
11	/	103	100	92
12	114	102	106	102
13	/	99	123	86
14	109	86	102	95
15	107	103	103	108
16	94	93	86	99
17	87	49	89	59
18	100	101	108	98
19	109	109	107	/
20	112	99	127	112

Carrying on.
item	SMILES	IGROV1	OVCAR-4	KM12	SW-620	HCT-116
21	CC(C)c1ccc(/C=C/C(=O)NC2CCN(c3nnnn3C)CC2)c(O)c1	103	90	102	104	105
22	CCCNCCCCC(C)Nc1cc(OC)cc2cccnc12 (stereo not given)	115	115	109	99	103
23	CCN(CC)CCN(Cc1ccccc1)C(=O)C1c2ccccc2Oc2ccccc21	69	90	91	87	79
24	C#CCOc1ccc(/C=N/Nc2nc(-c3ccc(OC)cc3)cs2)cc1	97	53	79	93	71
25	O=C1CCCCC1CNCc1ccccc1 (stereo not given)	121	108	113	96	99
26	Cc1ccc(NC(=O)c2sc3nc(-c4cccs4)ccc3c2N)cc1F	112	86	94	95	103
27	COC(=O)c1nccnc1N	114&121	106&102	106&109	102&98	106&115
28	NC(=O)c1c(N)n[nH]c1CC(=O)O	100	113	100	113	100
29	O=C(O)/C=C/c1cn(-c2ccccc2)nc1-c1ccc(Br)cc1	94	110	99	99	101
30	COc1cc(/C=C2/C=C(c3ccccc3)N(CCc3ccc(S(N)(=O)=O)cc3)C2=O)cc(OC)c1OC	101	101	105	102	85

item	COLO 205	HCT-15	SK-OV-3	HT29
21	105	103	/	104
22	110	96	98	96
23	85	88	104	90
24	96	80	100	105
25	100	102	98	96
26	98	92	102	90
27	116&112	102&106	111&108	107&107
28	113	108	104	107
29	104	109	100	117
30	108	100	103	95

Carrying on:
item	SMILES	IGROV1	OVCAR-4	KM12	SW-620	HCT-116
31	O=C(CCc1nnc(Cn2ccnc2)o1)c1nc2ccccc2[nH]1	106	107	111	109	106
32	Cc1c(-c2ccccc2)nc(N2CCOCC2)c(C#N)c1C#N	106	105	107	112	89
33	COc1ccc(/C=C2\C(=O)NC(=Nc3ccccc3)N2/N=C/c2ccccc2Cl)cc1	91	109	105	98	99
34	CCCCCc1c(-c2n[nH]c(C)c2CCCCC)n[nH]c1C	105	101	109	102	99
35	CS(=O)(=O)Nc1ccc(C(=O)N=Nc2c(O)[nH]c3ccc([N+](=O)[O-])cc23)cc1	106	116	101	98	101
36	N#Cc1c(-c2ccc(F)cc2)nc(SCc2ccccc2)nc1N1CCOCC1	114	93	98	93	90
37	O=C(Nc1ccccc1Cl)n1ccnc1	101	91	98	93	94
38	CCCCc1ccc(C2=C(Cl)C(=O)C(c3ccc(CCCC)cc3)=C(Cl)C2=O)cc1	104	107	88	112	91
39	O=c1c2c(nc3ccccn13)c1cccnc1n2Cc1ccccc1	100	108	105	106	101
40	C/C(=N/NC(N)=O)c1ccccc1	127	106	103	111	106

item	COLO 205	HCT-15	SK-OV-3	HT29
31	119	100	108	/
32	106	92	78	60
33	118	110	101	105
34	110	100	88	101
35	114	101	108	114
36	105	98	91	104
37	113	97	104	92
38	106	96	99	85
39	105	105	114	111
40	111	98	116	108

Other structures follow:
item	SMILES	IGROV1	OVCAR-4	KM12	SW-620	HCT-116
41	O=c1[nH]n(-c2ccc([N+](=O)[O-])cc2[N+](=O)[O-])c(=O)c2ccccc12	106	103	105	100	101
42	Nc1ccc(C(=O)O)c(O)c1 (tested in a mixture with another compound)	103	108	110	108	103
43	CC(=O)OCCN(CCOC(C)=O)CCOC(C)=O	98	108	104	104	103
44	COc1cc(-c2noc(C[C@@H](NC(=O)OCc3ccccc3)C(C)C)n2)cc(OC)c1OC	99	102	105	98	101
45	O=C(NNc1ccc([N+](=O)[O-])cn1)Nc1ccc(Br)cc1	100	96	99	94	96
46	COc1ccc(CSc2nc3ccc(Cl)cc3c(=O)n2-c2ccc(OC)cc2OC)cc1	98	100	93	95	103
47	COc1ccc(Cc2nccc3c(Cc4c(OC)c(OC)cc5c(Cc6ccc(OC)c(OC)c6)nccc45)c(OC)c(OC)cc23)cc1OC	98	99	97	101	82
48	COc1cc2ncnc(Nc3ccc4c(cnn4C(=O)Nc4ccc(Cl)c(Cl)c4)c3)c2cc1OC	112	101	101	106	86
49	CC(=O)c1ccc(Cc2ccc(C(C)=O)s2)s1	96	96	95	103	103
50	CNC(=O)c1n[nH]n2c1nc(=O)c1c(C)c(C)sc12	94	115	98	99	96

item	COLO 205	HCT-15	SK-OV-3	HT29
41	115	95	104	108
42	105	108	109	105
43	107	104	102	100
44	117	97	94	104
45	114	97	101	107
46	109	93	115	107
47	98	98	85	91
48	/	108	112	80
49	119	99	109	103
50	103	100	106	95

The list continues.
item	SMILES	IGROV1	OVCAR-4	KM12	SW-620	HCT-116
51	O=c1cc(C(F)(F)F)[nH]c(=S)[nH]1	105	107	103	/	112
52	COCOc1ccc(/C=C/C(=O)NC(Cc2ccccc2)C(=O)C(=O)NCc2ccccc2)cc1OCOC (stereo not given)	98	88	98	107	96
53	O=C(O)c1cc([N+](=O)[O-])ccc1C(=O)OCCCBr	108	116	102	104	102
54	CCOC(=O)CC[C@H](NC(=O)c1ccc(NC(=O)Cn2c(C)nc3c(c(C)nn3-c3ccc(F)cc3)c2=O)cc1)C(=O)OCC	100	98	101	/	100
55	COc1ccc(S(=O)(=O)Nc2cc(/C=C\c3cc(OC)c(OC)c(OC)c3)cc(OC)c2OC)cc1	20	56	10	26	5.6*
56	Cc1cc(CC(C)C)c(C(N)=O)cc1C	133	110	109	106	100
57	O=S(=O)(c1ccccc1)c1ccccc1Br	114	100	104	102	92
58	CC(=O)c1c(C)[nH]c2c1c(-c1cnc[nH]1)nc1ccccc12	90	93	99	97	97
59	CCN(CC)CCC(CNc1c2ccc(Cl)cc2nc2ccc(OC)cc12)c1ccccc1 (stereo not given)	-10*	/	-24*	-50*	-36*
60	Cc1cc(CCCC(=O)O)c(C)s1	127	128	80	86	96

item	COLO 205	HCT-15	SK-OV-3	HT29
51	109	103	100	108
52	119	97	101	104
53	105	99	114	108
54	99	97	83	102
55	-62*	15	21	2.3*
56	111	99	97	107
57	109	93	101	114
58	103	96	99	95
59	-92*	-18*	35	-36*
60	106	99	111	113

Full records from above. Screens in order: IGROV1 | OVCAR-4 | KM12 | SW-620 | HCT-116 | COLO 205 | HCT-15 | SK-OV-3 | HT29
`O=c1cc(C(F)(F)F)[nH]c(=S)[nH]1` as listed: 105 | 107 | 103 | / | 112 | 109 | 103 | 100 | 108
`O=C(O)c1cc([N+](=O)[O-])ccc1C(=O)OCCCBr` as listed: 108 | 116 | 102 | 104 | 102 | 105 | 99 | 114 | 108
`COc1ccc(S(=O)(=O)Nc2cc(/C=C\c3cc(OC)c(OC)c(OC)c3)cc(OC)c2OC)cc1` as listed: 20 | 56 | 10 | 26 | 5.6* | -62* | 15 | 21 | 2.3*
`O=S(=O)(c1ccccc1)c1ccccc1Br` as listed: 114 | 100 | 104 | 102 | 92 | 109 | 93 | 101 | 114
`Cc1cc(CC(C)C)c(C(N)=O)cc1C` as listed: 133 | 110 | 109 | 106 | 100 | 111 | 99 | 97 | 107

Following part.
item	SMILES	IGROV1	OVCAR-4	KM12	SW-620	HCT-116
61	N#Cc1c(NC(=O)c2ccco2)[n+]([O-])c2cc(Cl)c(Cl)cc2[n+]1[O-]	-12*	100	131	119	105
62	O=[N+]([O-])c1ccc(C2Nc3cc(Cl)c(Cl)cc3S(=O)(=O)N2O)cc1 (stereo not given)	100	96	100	96	100
63	Clc1ccc(Oc2nc3c(Cl)cccc3s2)cc1Cl	25	81	86	89	85
64	Cc1ccccc1N1CCN(C(=S)c2ccccc2)CC1	57	91	112	98	92

item	COLO 205	HCT-15	SK-OV-3	HT29
61	114	111	118	103
62	107	111	107	97
63	90	88	82	94
64	106	99	98	96
